KB-V1 cytotox – kills drug-selected multidrug resistant KB-V1 cells | hit rate 3.4% among 400,000 | Potency, µM (doses to about 46.1 µM), without a hit: top-dose activity change, negative = cytotoxicity, actives largely listed as cytotoxic | KB-V1 MDR cells viability, CellTiter-Glo, 72 h; note: % is set by controls: 0 for no effect and ±100 for the full control effect; nearly all actives have a fitted effect of over 60% in size
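Following 72 h at 37 degrees C with compound, KB-V1 cell viability was read by CellTiter-Glo luminescence, medium being phenol-red-free DMEM plus 10% FBS; concentration-response parameters came from normalized, curve-fitted qHTS data.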
HT1080-NT tox – kills 2HG-producing HT-1080-NT fibrosarcoma cells; hit rate 1.6% among 360,000; AID 686970; Potency, µM (series often up to 46.1 µM), inactives show at the highest dose activity, negative = less viability, hits mostly cytotoxic; HT-1080-NT fibrosarcoma viability, CellTiter-Glo ATP luminescence, 48 h;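 note: NT is the 2HG producing partner of a matched IDH1 knockdown line; 0% = DMSO-treated cells and -100% = media-only wells without cells; nearly all actives have a fitted effect of over 55% in size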
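HT-1080-NT; 750 cells/well; 5% FBS RPMI; 48 h compound, 37 degrees C; CellTiter-Glo luminescence; curve fitting and curve-class assignment.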
TDP-43 yeast inh – TDP-43 toxicity inhibition in yeast; AID 652104; hit rate 1.8% among 410,000; Potency, µM (highest dose often 46.1 µM), for inactives: at the top dose growth rescue (activation), most hits filed as activators; TDP-43 expressing yeast growth rescue, BacTiter-Glo, 24 h; note: % of control where 0% means no effect; nearly all actives have a fitted effect of over 50% in size
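Readout is BacTiter-Glo luminescence of cell growth, so inhibitors register as activators. TDP-43-expressing yeast at OD600=0.02 in galactose medium, after raffinose pregrowth to mid-log, were incubated with compound for 24 hr at 30 deg C.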
HT1080 IDH1KD tx – HT-1080 IDH1 knockdown cell toxicity (counter line) | HT-1080 IDH1 knockdown viability, ATP luminescence, 48 h | hit rate 2% among 360,000 | Potency, µM (doses to about 46.1 µM), inactives show at the highest dose activity, negative = toxicity, hits mostly cytotoxic;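 note: 0% = DMSO wells and -100% = cell-free medium wells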
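Luminescent ATP read-out (CellTiter-Glo, 10 min at room temperature) after 48 h compound exposure at 37 °C gave viability of IDH1-knockdown HT-1080 cells. Activity was normalised to DMSO and cell-free wells, then fitted as concentration-response curves.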
HEK293 tox – cytotoxic in the GLP-1 receptor inverse agonist counter-screen. AID 624418. hit rate 0.13% among 410,000. HEK293 cAMP-luciferase reporter cells, luminescence, 24 h. Potency, µM (doses to about 38.3 µM), inactives show top-dose activity change, negative = inhibition, actives largely listed as inhibitors;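 note: loss of luciferase light is scored as toxicity; % is set by controls: 0 for no effect and ±100 for the full control effect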
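Luminescence readout: signal drop marks cytotoxicity. Plated cells grew 12 h at 37 °C, 5% CO2, received 23 nL compound for 24 h, then got luciferase reagent, read after 12 min at RT.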
GLP1R inv ag – GLP-1 receptor (human) inverse agonism. HEK293 GLP-1R CRE-luciferase, luminescence, 24 h; GLP-1R form is constitutively active. hit rate 1.6% among 410,000. Potency, µM (series often up to 38.3 µM), without a hit: top-dose activity change, negative = inhibition, usual class: inhibitors. AID 624417; note: % is set by controls: 0 for no effect and ±100 for the full control effect; nearly all actives have a fitted effect of over 55% in size
Target sequence (P43220 whole entry, looked up): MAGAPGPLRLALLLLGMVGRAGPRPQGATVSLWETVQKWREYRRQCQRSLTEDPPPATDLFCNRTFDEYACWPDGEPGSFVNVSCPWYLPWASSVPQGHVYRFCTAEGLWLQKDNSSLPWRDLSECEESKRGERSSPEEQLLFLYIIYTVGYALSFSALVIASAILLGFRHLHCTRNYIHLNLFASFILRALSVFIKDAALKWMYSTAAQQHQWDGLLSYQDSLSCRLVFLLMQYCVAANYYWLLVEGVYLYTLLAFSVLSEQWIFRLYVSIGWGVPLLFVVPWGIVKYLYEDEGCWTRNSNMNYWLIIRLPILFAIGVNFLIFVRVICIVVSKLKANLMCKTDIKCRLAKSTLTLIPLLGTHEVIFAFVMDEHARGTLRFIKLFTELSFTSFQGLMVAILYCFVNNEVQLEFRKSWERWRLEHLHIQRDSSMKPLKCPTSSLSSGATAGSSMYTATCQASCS
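HEK293 cells stably co-expressing constitutively active GLP-1R and a cAMP-responsive luciferase reporter were seeded in DMEM with 10% Nu serum, given compounds after 12 h, and incubated 24 h at 37 deg C. Luminescence was then read.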
SW480 rerep – inducers of DNA re-replication in SW480 colon cancer cells | Potency, µM (doses to about 46.1 µM), without a hit: at the highest dose re-replication activation, hits mostly activators | AID 624297 | hit rate 1.8% among 340,000 | SW480 DNA re-replication, Hoechst DNA content imaging, 48 h; note: % of control where 0% means no effect; nearly all actives have a fitted effect of over 55% in size
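Per well, 250 cells were exposed to pinned compound for 48 hr. Nuclear DNA was visualised with Hoechst (40 min, 37 C) and total object intensity recorded by fluorescence scanning.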
KB-3-1 tox – KB-3-1 parental cell cytotoxicity | Potency, µM (titrated, usually from 46.1 µM), for the others: at the top dose activity change, negative = cytotoxic, hits mostly cytotoxic | KB-3-1 viability, CellTiter-Glo ATP luminescence, 72 h | hit rate 1.4% among 400,000; note: % is set by controls: 0 for no effect and ±100 for the full control effect; nearly all actives have a fitted effect of over 60% in size
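KB-3-1 cells, DMEM (no phenol red) + 10% FBS; compound by pin transfer, 72 h, 37 °C. Readout: CellTiter-Glo luminescence after 10 min. Data normalized, curve-fitted.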
GLP1R ag – activates the human GLP-1 receptor; HEK293 GLP-1R CRE-luciferase, luminescence, 4-6 h; cells express a hypersensitive GLP-1R form; Potency, µM (highest dose often 45.6 µM), for the others: top-dose activation, actives largely listed as activators; hit rate 0.007% among 380,000; P43220; note: % of control where 0% means no effect
Active calls of the source: *; [ ] = another dose, or the depositor's remark. Calls come from the whole dose curve; as a rule, active = well fitted curve in the direction sought with a large enough effect; inconclusive = small, poorly fitted or top-dose-only effect, or another doubt; inactive = no such curve, though single readings can be large; an effect the other way counts as inactive or inconclusive. Potency is the fitted concentration of half-maximal effect.

Screening COCCN(C)C(=O)CC1C(=O)NCCN1CC(c1ccccc1)c1ccccc1 (stereo not given) returned KB-V1 cytotox 15%, HT1080-NT tox 2%, TDP-43 yeast inh 20%, HT1080 IDH1KD tx 4%, HEK293 tox -17%, GLP1R inv ag -8%, SW480 rerep 1%, KB-3-1 tox 3% and GLP1R ag 15%.
`Cc1ccc(C)c(N(C(=O)CNC(=O)c2ccco2)C(C(=O)NC2CCCC2)c2ccncc2)c1` (stereo not given) gave KB-V1 cytotox 3%, HT1080-NT tox 0%, TDP-43 yeast inh 15%, HT1080 IDH1KD tx 6%, HEK293 tox -3%, GLP1R inv ag -23%, SW480 rerep 0%, KB-3-1 tox 3% and GLP1R ag 2%.
For COC(=O)c1ccc(Oc2ccc3nnc(C)n3n2)cc1 the results were KB-V1 cytotox 5%, HT1080-NT tox -2%, TDP-43 yeast inh -1%, HT1080 IDH1KD tx 2%, HEK293 tox 12%, GLP1R inv ag 27%, SW480 rerep -4%, KB-3-1 tox -2% and GLP1R ag 0%.
For O=C(c1ccc(NC(=S)Nc2ccc(Cl)c(Cl)c2)cc1)N1CCCC1 the results were KB-V1 cytotox 10%, HT1080-NT tox -19%, TDP-43 yeast inh 18µM*, HT1080 IDH1KD tx -22%, HEK293 tox -5%, GLP1R inv ag inconclusive, SW480 rerep -3%, KB-3-1 tox -6% and GLP1R ag 0%.
Screening CC1(C(=O)NS(=O)(=O)c2cccc(OC(F)F)c2)CCN1C(=O)Cc1ccccc1 (stereo not given) returned KB-V1 cytotox 3%, HT1080-NT tox 14%, TDP-43 yeast inh 11%, HT1080 IDH1KD tx 3%, HEK293 tox 1%, GLP1R inv ag 6%, KB-3-1 tox 0% and GLP1R ag -1%.
Cc1cccc(NC(=O)CCNC(=O)c2ccco2)c1C was read as KB-V1 cytotox 26%, HT1080-NT tox 2%, TDP-43 yeast inh 0%[9.22 µM], HT1080 IDH1KD tx 5%, HEK293 tox -2%, GLP1R inv ag 7%, SW480 rerep 3%, KB-3-1 tox 9% and GLP1R ag 1%.
CCOc1ccc(NC(=O)c2ccc(S(=O)(=O)N3CCOCC3)cc2)cc1 was read as KB-V1 cytotox -8%, HT1080-NT tox -10%, TDP-43 yeast inh -13%, HT1080 IDH1KD tx -2%, HEK293 tox 6%, GLP1R inv ag 3%, SW480 rerep -18%, KB-3-1 tox inconclusive and GLP1R ag 16%.
COc1ccccc1CNC(=O)COC(=O)C1CCN(S(=O)(=O)c2c(Cl)cccc2Cl)CC1 was read as KB-V1 cytotox 0%, HT1080-NT tox -1%, TDP-43 yeast inh 4%, HT1080 IDH1KD tx -4%, HEK293 tox 1%, GLP1R inv ag 7%, SW480 rerep inconclusive, KB-3-1 tox 3% and GLP1R ag -5%.
Screening CC(C)(C)OC(=O)N[C@@H](/C=C/c1ccccc1)C(=O)OC(C)(C)C returned KB-V1 cytotox 0%, HT1080-NT tox -1%, TDP-43 yeast inh -8%, HT1080 IDH1KD tx 0%, HEK293 tox 17%, GLP1R inv ag inconclusive, SW480 rerep -2%, KB-3-1 tox -2% and GLP1R ag 22%.
N#Cc1c(C(F)(F)F)cc(-c2cccs2)nc1SCC(=O)Nc1ccc(Cl)cc1 was read as KB-V1 cytotox -16%, TDP-43 yeast inh 12%, HEK293 tox -4%, GLP1R inv ag -1% and KB-3-1 tox 2%.
Cc1ccc2cccc(OCC(=O)Nc3cccc(S(=O)(=O)N4CCCC4)c3)c2n1 was read as HT1080-NT tox -26%, TDP-43 yeast inh 5%, HT1080 IDH1KD tx -23%, HEK293 tox inconclusive, GLP1R inv ag inconclusive, SW480 rerep 2% and GLP1R ag -17%.
For CNc1nnc(CSc2nc3ccccc3s2)s1 the results were KB-V1 cytotox inconclusive, HT1080-NT tox 1%, TDP-43 yeast inh inconclusive, HT1080 IDH1KD tx -7%, HEK293 tox 3%, GLP1R inv ag 33%[activator], SW480 rerep -1%[9.22 µM], KB-3-1 tox inconclusive and GLP1R ag 13%.

3 structures from above, ordered by molar mass, largest number first:
`Cc1ccc(C)c(N(C(=O)CNC(=O)c2ccco2)C(C(=O)NC2CCCC2)c2ccncc2)c1` (stereo not given) gave KB-V1 cytotox 3%, HT1080-NT tox 0%, TDP-43 yeast inh 15%, HT1080 IDH1KD tx 6%, HEK293 tox -3%, GLP1R inv ag -23%, SW480 rerep 0%, KB-3-1 tox 3% and GLP1R ag 2%.
N#Cc1c(C(F)(F)F)cc(-c2cccs2)nc1SCC(=O)Nc1ccc(Cl)cc1 was read as KB-V1 cytotox -16%, TDP-43 yeast inh 12%, HEK293 tox -4%, GLP1R inv ag -1% and KB-3-1 tox 2%.
Screening CC(C)(C)OC(=O)N[C@@H](/C=C/c1ccccc1)C(=O)OC(C)(C)C returned KB-V1 cytotox 0%, HT1080-NT tox -1%, TDP-43 yeast inh -8%, HT1080 IDH1KD tx 0%, HEK293 tox 17%, GLP1R inv ag inconclusive, SW480 rerep -2%, KB-3-1 tox -2% and GLP1R ag 22%.

Continued:
For Cc1ccc(NC(=O)c2c(O)c3ccccc3n(C)c2=O)nc1 the results were KB-V1 cytotox inconclusive, HT1080-NT tox 1%, TDP-43 yeast inh -7%, HT1080 IDH1KD tx 0%, HEK293 tox 6%, GLP1R inv ag -6%, SW480 rerep 7%, KB-3-1 tox inconclusive and GLP1R ag -6%.
Screening O=C(CSc1ccc(Cl)cc1)OCc1nnc(-c2ccccc2)o1 returned KB-V1 cytotox 13%, HT1080-NT tox -1%, TDP-43 yeast inh -10%, HT1080 IDH1KD tx -4%, HEK293 tox 1%, GLP1R inv ag 28%, SW480 rerep 0%, KB-3-1 tox 20% and GLP1R ag 1%.
`COc1ccccc1CNC(=O)Cn1cccc1C(=O)c1ccccc1` gave KB-V1 cytotox -22%, HT1080-NT tox 13%, TDP-43 yeast inh 9%, HT1080 IDH1KD tx -1%, HEK293 tox 3%, GLP1R inv ag -22%, SW480 rerep -26%, KB-3-1 tox 12% and GLP1R ag 11%.
`CC1(C)Cc2nc3oc4c(N5CCOCC5)ncnc4c3cc2CO1` gave KB-V1 cytotox inconclusive, HT1080-NT tox 13%, TDP-43 yeast inh -1%, HT1080 IDH1KD tx -1%, HEK293 tox -13%, GLP1R inv ag 0%, SW480 rerep -9%, KB-3-1 tox 17% and GLP1R ag 6%.
CN(CC(=O)NCc1ccncc1)S(=O)(=O)c1cc(Cl)ccc1Cl was read as KB-V1 cytotox -11%, HT1080-NT tox -1%, TDP-43 yeast inh -8%, HT1080 IDH1KD tx 0%, HEK293 tox -1%, GLP1R inv ag 15%, SW480 rerep -40%[inhibitor], KB-3-1 tox 1% and GLP1R ag 1%.
Screening COc1ccc(C2c3c(ccc4ccccc34)Oc3ncn4nc(CO/N=C/c5ccccc5)nc4c32)cc1 (stereo not given) returned KB-V1 cytotox -25%, HT1080-NT tox -2%, TDP-43 yeast inh -7%, HT1080 IDH1KD tx 3%, HEK293 tox 3%, GLP1R inv ag 9%, SW480 rerep -8%, KB-3-1 tox -6% and GLP1R ag 3%.
`CCOC(=O)C1CCN(C(=O)Cn2cccc2C(=O)c2ccccc2)CC1` gave KB-V1 cytotox 21µM*, HT1080-NT tox -2%, TDP-43 yeast inh 17%, HT1080 IDH1KD tx -1%, HEK293 tox 1%, GLP1R inv ag 0%, SW480 rerep -4%, KB-3-1 tox -4% and GLP1R ag 17%.
CS(=O)(=O)N(CCc1ccccc1)CC(=O)N1CCN(Cc2ccc3c(c2)OCO3)CC1 was read as KB-V1 cytotox inconclusive, HT1080-NT tox -6%, TDP-43 yeast inh 0%, HT1080 IDH1KD tx -19%, HEK293 tox -16%, GLP1R inv ag 0%, SW480 rerep 2%, KB-3-1 tox -13% and GLP1R ag 0%.
For CC(=O)C1=C(C)OC(N)=C(C#N)C1c1ccncc1 (stereo not given) the results were KB-V1 cytotox 5%, HT1080-NT tox 3%, TDP-43 yeast inh -15%, HT1080 IDH1KD tx -1%, HEK293 tox 19%, GLP1R inv ag 22%, SW480 rerep 5%, KB-3-1 tox -9% and GLP1R ag 2%.
Cc1cc(=O)[nH]c(SCCCOc2ccc(F)cc2)n1 was read as KB-V1 cytotox 18µM*, HT1080-NT tox 1%, TDP-43 yeast inh -13%, HT1080 IDH1KD tx -13%, HEK293 tox 9%, GLP1R inv ag 53%[activator], SW480 rerep -5%, KB-3-1 tox -6% and GLP1R ag -6%.
`CCN(CC)c1ccc(NC(=S)Nc2ccc(F)cc2)cc1` gave KB-V1 cytotox -24%, HT1080-NT tox -18%, TDP-43 yeast inh 3%, HT1080 IDH1KD tx -13%, HEK293 tox inconclusive, GLP1R inv ag inconclusive, SW480 rerep 3%, KB-3-1 tox 0% and GLP1R ag 7%.
Screening C=CCn1c(SCn2nnc3ccccc3c2=O)nnc1-c1ccc(F)cc1 returned KB-V1 cytotox -14%, HT1080-NT tox 10%, TDP-43 yeast inh -3%, HT1080 IDH1KD tx 2%, HEK293 tox -13%, GLP1R inv ag 15%, SW480 rerep -5%, KB-3-1 tox -4% and GLP1R ag 11%.
CC1(c2ccccc2)NC(=O)N(CC(=O)Nc2ccc(N3CCOCC3)cc2)C1=O (stereo not given) was read as KB-V1 cytotox -3%, HT1080-NT tox -7%, TDP-43 yeast inh -4%, HT1080 IDH1KD tx -1%, HEK293 tox 13%, GLP1R inv ag 12%, SW480 rerep -7%, KB-3-1 tox -16% and GLP1R ag -5%.
CCOCCn1c(N(C)Cc2ccccc2)nc2c1c(=O)[nH]c(=O)n2C was read as KB-V1 cytotox -29%, HT1080-NT tox -2%, TDP-43 yeast inh 2%, HT1080 IDH1KD tx -3%, HEK293 tox 11%, GLP1R inv ag 25%, SW480 rerep -25%, KB-3-1 tox 3% and GLP1R ag inconclusive.
`COc1ccc(C2CCCN2C(=S)Nc2cccc(Cl)c2C)cc1OC` (stereo not given) gave KB-V1 cytotox -21%, HT1080-NT tox 19%, TDP-43 yeast inh 21%, HT1080 IDH1KD tx -9%, HEK293 tox -2%, GLP1R inv ag inconclusive, SW480 rerep 2%, KB-3-1 tox -1% and GLP1R ag 22%.
